RPL19A-GFP yeast: alters RPL19A-GFP fluorescence in TOR pathway yeast screen. S. cerevisiae RPL19A-GFP strain, flow cytometry, 3 h; hits give low values. percent response vs DMSO, % at 10 µM. actives 0.3% (n = 330,000);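 active = percent response vs DMSO below 50%; inconclusive = fewer than 70 events counted for the yeast strain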;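 also: median channel GFP fluorescence of the barcoded RPL19A-GFP strain; ratio of sample median GFP to plate DMSO average so 100% = DMSO; lower means less RPL19A-GFP as with rapamycin TOR inhibition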
MEP2-GFP yeast: alters MEP2-GFP fluorescence in TOR pathway yeast screen. S. cerevisiae MEP2-GFP strain, flow cytometry GFP, 3 h; 100% = DMSO control level. GFP response vs DMSO, % at 10 µM. actives 0.51% (n = 330,000). AID 2016;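 active = GFP response versus DMSO above a set limit, roughly screen mean plus 3 SD, cut at about 180% in these data; inconclusive = fewer than 70 cells counted for a yeast strain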;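 also: median GFP fluorescence of the barcode-gated MEP2-GFP cells per well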
AGP1-GFP MLPCN: modulators of TOR pathway AGP1-GFP in S. cerevisiae; S. cerevisiae AGP1-GFP multiplex flow cytometry, 3 h; GFP as percent of DMSO wells; GFP response vs DMSO, % at 10 µM; actives 0.02% (n = 320,000); AID 2066;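 active = GFP response relative to DMSO above a set limit, near screen average plus 3 SD, cut at about 150% in these data; inconclusive = fewer than 70 cells counted for the yeast strain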;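 also: median GFP channel fluorescence of the gated AGP1 strain per well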
procasp3 activ: procaspase-3 (human) activation | P42574 | recombinant procaspase-3 D3A, Ac-DEVD-pNA absorbance 405 nm | activation, % at 8.5 µM | actives 0.11% (n = 330,000) | AID 463141;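 active = activation above the mean of all tested compounds plus 3 SD, cut at about 21% in these data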;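 also: 0% = DMSO alone and 100% = DMSO wells spiked with extra 5 µM PC-3 D3A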
Target sequence (P42574 whole entry D9A/D28A/D175A): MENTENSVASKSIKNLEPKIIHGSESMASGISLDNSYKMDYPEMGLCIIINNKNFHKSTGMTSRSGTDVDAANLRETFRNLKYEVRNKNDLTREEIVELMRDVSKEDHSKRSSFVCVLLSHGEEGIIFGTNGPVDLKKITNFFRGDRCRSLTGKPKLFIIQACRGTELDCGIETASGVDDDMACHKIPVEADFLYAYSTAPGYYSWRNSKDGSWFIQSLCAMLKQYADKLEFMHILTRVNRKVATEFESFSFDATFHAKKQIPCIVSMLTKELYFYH
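assay system = Procaspase-3 D3A mutant | signal = absorbance at 405 nm, 0 and 120 min | times = 1 h preincubation plus 2 h reaction at 25 °C | repeats = single replicate | read-out = % activation between DMSO and enzyme-spiked controls | medium = Zinc-free HEPES saline buffer with Triton X-100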
CIT2 TOR yeast: alters CIT2-GFP fluorescence in TOR pathway yeast screen. S. cerevisiae CIT2-GFP strain, flow cytometry, 3 h; 100 means same as DMSO wells. GFP response vs DMSO, % at 10 µM. actives 0.065% (n = 320,000). AID 2029;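 active = GFP response relative to DMSO above a set limit, near the screen mean plus 3 SD, cut at about 150% in these data; inconclusive = Fewer than 70 cells measured for a yeast strain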;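 also: ratio of well median GFP fluorescence to mean of DMSO wells on the plate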
LAP4-GFP MLPCN: modulators of TOR pathway LAP4-GFP in S. cerevisiae; S. cerevisiae LAP4-GFP multiplex, flow cytometry GFP, 3 h; median GFP as percent of DMSO wells; GFP response vs DMSO, % at 10 µM; actives 0.34% (n = 320,000);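 active = GFP response vs DMSO above a set limit, about the screen mean plus 3 SD, cut at about 150% in these data; inconclusive = under 70 cell events counted for the yeast strain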
proCasp7 act: activates human procaspase-7, counter-screen for procaspase-3 activators; recombinant procaspase-7, Ac-DEVD-pNA absorbance 405 nm; D23A/D198A/D206A triple mutant, cannot self-cleave; scale: DMSO 0, 5 µM enzyme 100; AID 463210; activation, % at 8.5 µM; P55210; actives 0.093% (n = 330,000);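 active = percent activation above the screen-wide mean plus 3 SD, cut at about 25% in these data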
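System: Procaspase-7 triple mutant (PC-7 D3A); measure: % activation from two-timepoint absorbance difference, scaled to controls; times: 1 h compound preincubation, 2 h substrate cleavage, 25 °C; also added: Ac-DEVD-pNA substrate, 400 µM as added; measured by: Epi-absorbance of released pNA at 405 nm, two timepoints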
AHR act: human AHR activation; actives 2.5% (n = 320,000); activation, % at 5 µM; AHR-responsive luciferase reporter cells, luminescence; in the data active = activation above about 47%;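 also: 0% = vehicle wells and 100% = reference agonist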
Target sequence (P35869 whole entry, looked up): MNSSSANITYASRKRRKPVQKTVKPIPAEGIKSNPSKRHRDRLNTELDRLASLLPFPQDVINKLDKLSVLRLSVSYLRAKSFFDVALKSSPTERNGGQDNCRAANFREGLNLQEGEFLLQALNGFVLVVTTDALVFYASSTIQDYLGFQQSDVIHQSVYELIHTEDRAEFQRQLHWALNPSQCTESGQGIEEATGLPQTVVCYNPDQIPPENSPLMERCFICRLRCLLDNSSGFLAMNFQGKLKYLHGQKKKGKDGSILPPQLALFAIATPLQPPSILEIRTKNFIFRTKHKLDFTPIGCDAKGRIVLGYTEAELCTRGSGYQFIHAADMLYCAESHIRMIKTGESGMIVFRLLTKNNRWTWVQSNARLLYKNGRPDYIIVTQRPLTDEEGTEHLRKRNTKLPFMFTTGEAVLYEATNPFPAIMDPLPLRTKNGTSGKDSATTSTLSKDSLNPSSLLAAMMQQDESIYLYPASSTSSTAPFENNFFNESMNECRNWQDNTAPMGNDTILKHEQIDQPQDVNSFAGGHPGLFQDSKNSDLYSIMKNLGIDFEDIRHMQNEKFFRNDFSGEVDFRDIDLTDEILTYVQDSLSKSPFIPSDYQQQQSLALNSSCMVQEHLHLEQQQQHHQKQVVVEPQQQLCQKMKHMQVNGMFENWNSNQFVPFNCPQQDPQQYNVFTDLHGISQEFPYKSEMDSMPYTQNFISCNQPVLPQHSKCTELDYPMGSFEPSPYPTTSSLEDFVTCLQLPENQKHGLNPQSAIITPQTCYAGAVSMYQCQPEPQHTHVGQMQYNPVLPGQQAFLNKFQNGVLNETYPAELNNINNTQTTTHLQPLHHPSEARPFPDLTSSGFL
Active calls of the source: *; ? = inconclusive; / = not tested or not shown; [ ] = remark or other dose.

Under each structure: RPL19A-GFP yeast	MEP2-GFP yeast	AGP1-GFP MLPCN	procasp3 activ	CIT2 TOR yeast	LAP4-GFP MLPCN	proCasp7 act	AHR act
C/C(=N\NC(N)=S)c1ccncc1
 : 95	93	99	5	98	101	-1	0
COc1cc(OC)c(C(=O)NC2CC(C)(C)NC(C)(C)C2)cc1OC
 : 93	109	95	9	100	92	-1	3
Cc1sc(NC(=O)COc2ccccc2)c(C#N)c1C
 : 100	101	97	-13	96	106	-16	1
CC(NC(=O)C1CC1)C(c1cccs1)N1CCN(c2ccccc2)CC1 (stereo unspecified)
 : 99	97	93	11	92	117	-1	-2
O=C(Oc1ccc(-c2ccccc2)cc1)N1CCOCC1
 : 95	97	98	-5	94	137	4	-6
COc1ccc(Cc2nnc(NC(C)=O)s2)cc1
 : 98	97	96	7	98	92	-3	1
CCCNS(=O)(=O)c1ccc2c(c1)n(C)c(=O)n2C
 : 98	97	94	-2	93	104	-11	0
Cc1ccc(C)c(OCC(=O)Nc2ccncc2)c1
 : 102	109	100	-6	104	87	6	2
COc1ccccc1NS(=O)(=O)c1ccc2oc(N)nc2c1
 : 96	99	98	-6	94	102	-4	2
Cc1ccc(NC(=O)Cn2c(=O)cnc3ccccc32)cc1S(=O)(=O)N1CCOCC1
 : 95	98	100	-8	95	105	1	8
O=C(/C=C/c1cccc(F)c1)N1CCN(c2ccccn2)CC1
 : 98	93	103	10	97	114	7	11
Cc1ccc(NC(=O)CSc2ncccn2)cc1S(=O)(=O)N1CCOCC1
 : 109	104	100	8	100	101	6	0
O=C(Cc1n[nH]c(=O)[nH]c1=O)N/N=C/c1ccccc1
 : 98	105	99	-5	97	103	3	0
Cc1cccc(-c2c3c(nc4c2c(=O)n(C)c(=O)n4C)-c2ccccc2C3O)c1 (stereo unspecified)
 : 94	95	99	1	94	97	-3	6
COc1cccc(C(=O)c2c[nH]c(C(=O)NCc3cccnc3)c2)c1
 : 100	124	103	5	104	113	6	18
COc1ccc(-c2nnc3sc(C(C)N4C(=O)c5ccccc5C4=O)nn23)cc1 (stereo unspecified)
 : 98	98	103	2	100	101	2	4
COc1cc(C(=O)NC(C(=O)Nc2cccc(C(C)=O)c2)C(C)C)cc(OC)c1OC (stereo unspecified)
 : 98	97	98	-6	97	97	8	7
CCC(Oc1ccccc1)C(=O)OCC(=O)N(CC)c1c(N)n(Cc2ccccc2)c(=O)[nH]c1=O (stereo unspecified)
 : 94	96	98	-5	92	92	4	1
COc1ccc(C(=O)Nc2c3c(nn2-c2ccc([N+](=O)[O-])cc2)CS(=O)(=O)C3)cc1
 : 99	97	105	8	116	94	6	6
Cc1cccc(CCN(CC(=O)NC2CCCCC2)C(=O)c2csnn2)c1
 : 96	96	96	-1	96	97	-6	5
C=CCOc1cccc(C(=O)N2CCCC(CCC(=O)NCc3ccccc3F)C2)c1 (stereo unspecified)
 : 91	91	92	2	95	89	1	2
CCn1cc(Br)c(C(=O)NCc2ccco2)n1
 : 101	107	102	-5	103	99	1	0
Cn1c(C(=O)NCc2ccccc2)cc2oc3ccccc3c21
 : 95	99	96	-2	97	103	-9	-10
Cc1ccc(NC2=Nc3ccccc3CS2)cc1
 : 99	106	104	5	108	102	-5	10
CN(C)S(=O)(=O)c1ccc(Cl)c(C(=O)NCC2CCCCC2)c1
 : 105	104	97	1	92	91	11	0
COc1cc2cc(CCCOC(=O)c3ccc(F)cc3)oc(=O)c2cc1OC
 : 98	101	102	1	97	111	5	-1
CC(C)Cc1nnc(NC(=O)CCN2C(=O)c3ccccc3C2=O)s1
 : 101	98	95	7	101	93	2	0
CCOc1cccc(/C=C(/C#N)c2nc3ccccc3[nH]2)c1OCC(=O)O
 : 100	106	103	0	95	108	-4	14
O=C(CCSc1nnc(-c2ccncc2)o1)Nc1cccc(Cl)c1
 : 101	123	104	0	113	118	2	2
Nc1c(C(=O)Nc2ccccc2)sc2nc(-c3ccco3)ccc12
 : 99	101	97	-7	98	101	-8	19

Gathered by group, the entries above with fluorine.
Under each structure: RPL19A-GFP yeast	MEP2-GFP yeast	AGP1-GFP MLPCN	procasp3 activ	CIT2 TOR yeast	LAP4-GFP MLPCN	proCasp7 act	AHR act
O=C(/C=C/c1cccc(F)c1)N1CCN(c2ccccn2)CC1
 : 98	93	103	10	97	114	7	11
C=CCOc1cccc(C(=O)N2CCCC(CCC(=O)NCc3ccccc3F)C2)c1 (stereo unspecified)
 : 91	91	92	2	95	89	1	2
COc1cc2cc(CCCOC(=O)c3ccc(F)cc3)oc(=O)c2cc1OC
 : 98	101	102	1	97	111	5	-1

The list continues:
Under each structure: RPL19A-GFP yeast	MEP2-GFP yeast	AGP1-GFP MLPCN	procasp3 activ	CIT2 TOR yeast	LAP4-GFP MLPCN	proCasp7 act	AHR act
O=C(N/N=C/c1cc2ccccc2nc1Cl)c1ccncc1
 : 98	94	96	1	95	88	-1	32
COc1cc(/C=C2\SC(=Nc3cccnc3)NC2=O)cc(OC)c1OC
 : 90	94	107	-6	117	95	-12	14
CN1CCN(C(=O)c2cc3ccccc3[nH]2)CC1
 : 91	85	83	9	91	78	6	18
COCCCNC(=O)c1c(N)n(-c2ccc3c(c2)OCO3)c2nc3ccccc3nc12
 : 96	104	93	-2	98	100	-3	52*
CCCn1c(C)cc(C(=O)COC(=O)c2c(C)nn(-c3ccccc3)c2C)c1C
 : 99	102	106	0	102	106	-10	-1
O=C(NCCCO)C(=O)Nc1cc2c3c(c1)CCC(=O)N3CCC2
 : 97	90	100	-1	96	92	2	2
COc1ccc(Nc2nc(-c3cccc(OC)c3O)nc3ccccc23)cc1
 : 101	105	88	/	80	129	/	/
CC1CCc2c(sc(NC(=O)COC(=O)c3ccccc3NCc3ccco3)c2C#N)C1 (stereo unspecified)
 : 101	99	108	3	94	102	13	1
COc1ccc(Nc2cc(C)nc3ncnn23)cc1Cl
 : 96	109	94	8	114	80	9	68*
O=C(c1cnccn1)N1CCc2c([nH]c3ccccc23)C1c1cccc(Cl)c1 (stereo unspecified)
 : 109	105	104	1	103	95	4	26
CC(=O)c1ccc(OCc2cc(C(=O)N(C)C(C)c3ccon3)no2)cc1 (stereo unspecified)
 : 108	114	109	-5	104	118	-1	4
CC(C)n1nnnc1SCC(=O)NNC(=O)C1CCCCC1
 : 99	97	100	9	101	98	2	0
COc1ccc(C2N=C(N)N=C(N)N2c2ccccc2OC)cc1OC (stereo unspecified)
 : 98	94	99	4	100	97	0	4
Cc1cccc(C)c1NCC(=O)N1CCN(Cc2ccccc2)CC1
 : 105	108	101	-2	108	89	-3	1
CC(=O)N1CCC(c2c[nH]c3ccccc23)CC1
 : 100	106	/	-18	/	/	2	2
CCc1ccc(Nc2cc(=O)n(C3CCCCC3)c(=O)[nH]2)cc1
 : 98	100	98	4	88	102	4	20
CCOc1ccc(CN(C)C(=O)c2ccc(NC(=O)CC3SC(N4CCCC4)=NC3=O)cc2)cc1 (stereo unspecified)
 : 102	106	93	6	106	86	6	-1
O=C(O)c1ccccc1NC(=O)C1CCCO1 (stereo unspecified)
 : 97	93	95	3	96	95	0	1
COc1cc(NC(=O)CSc2nccc(C)n2)c(C(=O)O)cc1OC
 : 96	107	101	2	105	105	0	0
O=C(O)c1ccc(N=Nc2c(O)[nH]c3ccc(Br)cc23)cc1
 : 107	101	106	1	111	106	2	14
CC(=O)NC(=S)NNC(=O)CCc1ccccc1
 : 95	100	101	-1	94	107	-15	0
Cc1ccc(NC(=O)CN2CCc3cc4c(cc3C2)OCCCO4)cc1
 : 98	108	103	7	100	101	2	2
COc1ccccc1CN1CC(C(=O)NCCc2ccccc2Cl)CCC1=O (stereo unspecified)
 : 100	104	105	-2	103	92	0	1
Cc1cccn2c(=O)c3cc(C(=O)NC(C)c4ccccc4)c(=N)n(CCCn4ccnc4)c3nc12 (stereo unspecified)
 : 65[may fluoresce violet]	270*[may fluoresce violet]	18[may fluoresce violet]	-14	?	97[may fluoresce violet]	-12	4
Cc1ccc([N+](=O)[O-])cc1NCC(=O)NN
 : 60[may fluoresce violet]	188*[may fluoresce violet]	20[may fluoresce violet]	3	?	95[may fluoresce violet]	5	26
Cn1c(CN2CCCC2)nc2cc(NC(=O)c3ccco3)ccc21
 : 92	101	100	-4	104	97	-5	14
Cn1c(C(=O)NC2CCCCC2)cc2sccc21
 : 99	102	100	4	99	102	-4	-5
O=C1S/C(=C/c2ccc(N3CCOCC3)o2)C(=O)N1Cc1c(F)cccc1Cl
 : 99	116	103	-7	105	107	-6	1
O=C(CN(C(=O)CNS(=O)(=O)c1ccc(F)cc1)c1cccc(F)c1)NCC1CCCO1 (stereo unspecified)
 : 97	94	97	1	95	94	3	0
CCOC(=O)NC(=O)COC(=O)Cc1cc(OC)c(OC)c(OC)c1
 : 94	103	99	1	97	98	8	0
CC(NC(=O)c1ccccc1)c1nc2ccccc2n1Cc1ccc(C#N)cc1 (stereo unspecified)
 : 99	105	102	-6	99	99	-6	13
O=C(CSc1nc2ccccc2o1)NCc1n[nH]c(=O)c2ccccc12
 : 92	103	92	1	102	97	1	13
CCOc1ccc(OCC)c(NC(=O)C2CCCN(c3ncccn3)C2)c1 (stereo unspecified)
 : 97	103	98	-4	101	109	2	10
Cc1ccc(NS(=O)(=O)c2ccc(OCC(=O)NCc3cccnc3)cc2)cc1
 : 95	91	93	-7	98	92	-2	0
Cc1ncsc1CCC(=O)N1CCCC(C(=O)c2ccc3c(c2)OCO3)C1 (stereo unspecified)
 : 99	96	100	-4	96	107	-5	0
COCCCNC(=O)CS(=O)(=O)Cc1nc(-c2ccccc2C)oc1C
 : 90	98	88	-11	86	91	6	1
CC[C@H](C)[C@H](NC(N)=O)C(=O)NCCc1ccc(OC)c(OC)c1
 : 99	96	105	-5	105	100	13	-1
CCN(CC)c1ncnc2c1[nH]c1ccccc12
 : 98	103	104	2	103	98	0	65*
O=C(N/N=C/c1cccn1-c1ccccc1)c1ccncc1
 : 95	97	91	-6	100	110	-1	22
O=C(NC1CCCCC1)n1c(=O)oc2cc(S(=O)(=O)N3CCCCC3)ccc21
 : 92	94	/	1	92	102	4	5
COc1cccc2sc(N(CCN(C)C)C(=O)/C=C/c3cccs3)nc12
 : 52[may fluoresce violet]	193*[may fluoresce violet]	?	1	?	91[may fluoresce violet]	-3	7
Cc1ccc(C)c(NC(=S)NCCSc2ccc(Cl)cc2)c1
 : 97	97	101	8	88	130	1	-2
CC(=O)Oc1ccc(OC(C)=O)c(SCCCCCN2CCOCC2)c1
 : 105	112	114	-10	112	113	5	2
CC(=O)c1c(N2CCOCC2)nc2ccc(Cl)cc2c1-c1ccccc1
 : 97	102	/	5	/	/	6	-2
O=C(c1cc(COc2cccc(C(F)(F)F)c2)on1)N1CCc2ccccc2C1
 : 107	101	106	-2	99	106	3	0
COc1cccc(C(=O)N2N=C(c3cccc(OC)c3)CC2(O)C(F)(F)F)c1 (stereo unspecified)
 : 103	107	102	6	101	102	-2	2
O=C(Cn1nnc(-c2ccccc2)n1)OC1CCOC1=O (stereo unspecified)
 : 96	101	96	-7	89	96	0	0
CN(C)C(=O)c1ccc(-c2nnc(NCc3ccccc3)c3ccccc23)cc1
 : 89[may fluoresce violet]	154[may fluoresce violet]	14[may fluoresce violet]	-5	?	90[may fluoresce violet]	5	1

Bioassay records deposited in PubChem BioAssay by several laboratories.
